AGP1-GFP MLPCN: modulators of AGP1-GFP expression in yeast TOR pathway, primary screen, cell-based, multiplex flow cytometry, S. cerevisiae, MLPCN library. 3 h; GFP as percent of DMSO wells. GFP response vs DMSO, % at 10 µM. 320,000 tested, 0.02% active;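 active = GFP response relative to DMSO above a set limit, near screen average plus 3 SD, cut at about 150% in these data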;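 also: median GFP channel fluorescence of the gated AGP1 strain per well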
LAP4 TOR yeast: modulators of LAP4-GFP expression in yeast, primary screen, S. cerevisiae, multiplex flow cytometry, MLPCN library; 3 h; median GFP as percent of DMSO wells; GFP response vs DMSO, % at 10 µM; 320,000 tested, 0.34% active;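 active = GFP response vs DMSO above a set limit, about the screen mean plus 3 SD, cut at about 150% in these data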
CIT2 TOR yeast: modulators of CIT2-GFP expression in yeast, primary screen, S. cerevisiae, GFP fusion, multiplex flow cytometry, MLPCN library; 320,000 tested, 0.065% active; GFP response vs DMSO, % at 10 µM; S. cerevisiae CIT2-GFP strain, 3 h; 100 means same as DMSO wells;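 active = GFP response relative to DMSO above a set limit, near the screen mean plus 3 SD, cut at about 150% in these data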;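 also: ratio of well median GFP fluorescence to mean of DMSO wells on the plate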
Yeast superoxide: reduction of superoxide in aged yeast, primary screen, HTS. S. cerevisiae aged cells, superoxide DHE fluorescence; hits give low values. superoxide response (% of plate mean), % at 10 µM. 330,000 tested, 0.18% active. AID 2690, 2010;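 active = superoxide response under a set limit, about three screen SD below normal, cut at about 65% in these data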;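 also: yeast aged for seven days with compound at 30 °C before DHE staining; 100% = average MFI of all compound-treated wells on the plate with controls excluded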
AHR activator: AHR activators, primary screen, cell-based, luminescence, luciferase reporter, human. Aryl hydrocarbon receptor (Homo sapiens), P35869. 320,000 tested, 2.5% active. AHR-responsive luciferase reporter cells. activation, % at 5 µM; in the data active = activation above about 47%;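 also: 0% = vehicle wells and 100% = reference agonist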
Target sequence (P35869 whole entry, looked up): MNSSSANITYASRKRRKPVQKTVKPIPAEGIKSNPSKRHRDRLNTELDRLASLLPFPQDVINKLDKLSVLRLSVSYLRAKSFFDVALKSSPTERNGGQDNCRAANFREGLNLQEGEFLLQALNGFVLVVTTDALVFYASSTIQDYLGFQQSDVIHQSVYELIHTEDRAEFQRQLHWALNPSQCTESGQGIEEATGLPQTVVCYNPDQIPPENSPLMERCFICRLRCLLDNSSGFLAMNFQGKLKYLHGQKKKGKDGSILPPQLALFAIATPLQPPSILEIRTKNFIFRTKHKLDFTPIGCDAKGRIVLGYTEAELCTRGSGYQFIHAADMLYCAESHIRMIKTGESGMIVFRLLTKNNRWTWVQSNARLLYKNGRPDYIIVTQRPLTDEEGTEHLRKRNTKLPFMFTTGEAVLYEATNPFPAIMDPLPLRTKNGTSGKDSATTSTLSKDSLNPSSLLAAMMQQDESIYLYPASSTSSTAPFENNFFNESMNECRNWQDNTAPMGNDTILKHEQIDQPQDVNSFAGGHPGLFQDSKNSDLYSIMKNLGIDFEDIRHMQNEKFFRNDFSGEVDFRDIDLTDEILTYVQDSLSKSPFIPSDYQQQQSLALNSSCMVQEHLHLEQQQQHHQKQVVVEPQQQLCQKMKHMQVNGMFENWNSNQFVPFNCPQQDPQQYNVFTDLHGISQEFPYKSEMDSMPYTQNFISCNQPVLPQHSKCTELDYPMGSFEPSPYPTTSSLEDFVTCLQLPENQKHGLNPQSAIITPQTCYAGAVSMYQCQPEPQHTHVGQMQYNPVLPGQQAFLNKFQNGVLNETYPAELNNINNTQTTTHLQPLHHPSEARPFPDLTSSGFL
MEP2 TOR yeast: modulators of MEP2-GFP levels in yeast, primary screen, S. cerevisiae, multiplex flow cytometry, MLPCN library; S. cerevisiae MEP2-GFP strain, 3 h; 100% = DMSO control level; GFP response vs DMSO, % at 10 µM; 330,000 tested, 0.51% active; AID 2016, 2009;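 active = GFP response versus DMSO above a set limit, roughly screen mean plus 3 SD, cut at about 180% in these data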;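 also: median GFP fluorescence of the barcode-gated MEP2-GFP cells per well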
Efflux pump mplx: inhibitors of Candida efflux pumps in yeast, primary screen, S. cerevisiae, Nile Red, multiplex. inhibition, % at 10 µM. 330,000 tested, 0.44% active. S. cerevisiae Candida pump triplex. AID 485275, 2010;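 active = plate passing quality check with inhibition over a set limit, or well fluorescence over plate mean plus 4 SD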;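 also: Nile Red retained in pooled yeast measured as flow cytometry median fluorescence; 0% = buffer negative control and 100% = Enniatin B positive control; higher means more Nile Red kept so more efflux inhibition; some compounds called inactive have numbers as strong as hits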
RPL19A TOR yeast: RPL19A-GFP expression modulators in yeast, primary screen, cell-based, S. cerevisiae, multiplex flow cytometry, MLPCN; S. cerevisiae RPL19A-GFP strain, 3 h; hits give low values; AID 2025, 2009; 330,000 tested, 0.3% active; percent response vs DMSO, % at 10 µM;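 active = percent response vs DMSO below 50%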;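 also: median channel GFP fluorescence of the barcoded RPL19A-GFP strain; ratio of sample median GFP to plate DMSO average so 100% = DMSO; lower means less RPL19A-GFP as with rapamycin TOR inhibition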
An asterisk follows results filed as active; . = not tested or not shown. Compounds were not picked by outcome; any-hit rate near 3.9%.

SMILES	AGP1-GFP MLPCN	LAP4 TOR yeast	CIT2 TOR yeast	Yeast superoxide	AHR activator	MEP2 TOR yeast	Efflux pump mplx	RPL19A TOR yeast
O=C(O)C(Cc1c[nH]c2ccccc12)NS(=O)(=O)c1cccc2nsnc12 (configuration not stated)	97	96	93	131	30	100	24*	110
COC(=O)C1=C(C)NC(=O)/C1=C\c1ccco1	94	103	92	123	1	100	0.1	100
COc1ccc(OC)c(NC(=O)C2CCN(S(=O)(=O)c3cccs3)CC2)c1	111	94	103	105	-1	104	-0.2	102
Cc1nn(Cc2ccc([N+](=O)[O-])cc2)c(=O)n1-c1ccccc1Cl	103	94	100	105	-7	102	0.1	103
N#CCCSCc1ccc2oc(C(=O)O)cc2c1	96	97	101	104	3	103	0.2	106
O=C(COc1ccccc1[N+](=O)[O-])Nc1cccnc1	106	99	112	110	-5	100	-0.2	100
C=CCN(CC=C)C(=S)NC(=O)c1ccc(OC)c(Br)c1	95	112	97	88	11	98	0.0	96
O=C(NCCCNC(=O)c1cc(Cl)ccc1Cl)c1ccccn1	113	93	110	97	0	105	-0.1	107
CCn1c(=O)cc(SCC(=O)NCc2ccc3c(c2)OCO3)c2ccccc21	102	102	101	113	6	105	0.0	99
CCCCN(C)CCNC(=O)c1cc2c(-c3cccc(OC)c3)nn(C)c2s1	104	98	101	76	16	101	0.2	98
COc1ccc(CC(=O)NCc2n[nH]c(=S)n2-c2ccc(F)cc2)cc1	98	111	97	92	1	100	0.1	98
Cc1ccn(C(C)CC(=O)Nc2ccc(-c3ccno3)cc2)n1 (configuration not stated)	97	93	98	107	2	104	0.1	98
COc1ccc(N2CCN(C(=O)C3CCN(S(=O)(=O)c4ccc(F)cc4)CC3)CC2)cc1	97	99	90	96	0	92	0.0	96
Cc1nc(-c2ccc(NC(=O)/C=C\C(=O)O)cc2)cs1	96	97	92	111	-3	94	-0.1	94
CCOC(=O)C1CCc2nc3ccccc3c(=O)n21 (configuration not stated)	90	99	93	95	0	105	0.0	89
Cn1c(=O)cc(SCC(=O)NCCCN2CCOCC2)c2ccc(Cl)cc21	101	96	91	103	3	100	0.1	96
CCOc1ccccc1C(=O)NC(C(=O)NCc1ccc(F)cc1)C(C)C (configuration not stated)	104	110	98	95	5	118	-0.2	102
CCOc1cc(C(C#N)N2CCOCC2)ccc1OC (configuration not stated)	89	91	85	102	-1	92	-0.1	98
O=C(OCCCN=C1NS(=O)(=O)c2ccccc21)c1ccccc1F	98	95	93	100	-1	98	0.1	96
O=C(Oc1ccccc1/C=C\C(=O)c1cc2ccccc2o1)c1ccccc1	99	102	99	81	68*	97	16*	101
Cc1cccnc1NC(=O)C(C)Oc1ccccc1 (configuration not stated)	.	91	90	103	2	94	0.1	90
CC(=O)Nc1c(O)nc(SCC(=O)Nc2c(C)cccc2C)[nH]c1=O	106	105	90	106	2	107	0.6	97
O=C(NC1CCCCC1)c1ccc(CS(=O)(=O)Cc2ccccc2F)o1	85	84	96	102	-1	89	0.0	87
Nc1cc(=O)nc(SCC(=O)N(C2CCCCC2)C2CCCCC2)n1-c1ccccc1	99	105	99	116	2	99	0.1	98
CCS(=O)(=O)N1CCCC(C(=O)NCCCN2CCCC2=O)C1 (configuration not stated)	97	101	104	83	-1	101	-0.1	94
CCNC(=O)c1sc2cc(C)ccc2c1Cl	100	107	103	98	-12	102	0.0	105
Cn1c2ccccc2c2nnc(SCC(N)=O)nc21	95	87	99	94	14	102	-0.1	101
COc1ccc(-n2c(SCC(=O)NCC3CCCO3)nc3c(c2=O)SC(C)C3)cc1 (configuration not stated)	96	99	92	90	2	102	0.0	90
COc1cccc(-c2cccc(NC(=O)C3CCN(Cc4cccc(C)n4)CC3)c2)c1	100	97	98	91	0	99	0.2	95
COC(=O)COc1ccc(S(=O)(=O)Nc2ccc(NC(C)=O)cc2)cc1	96	93	94	96	1	101	0.1	98
CNC(=O)c1ncoc1-c1ccc(Cl)cc1	106	110	95	93	-4	96	-0.1	98
Cc1ccc(CNC(=O)C2CCCN2C(=O)Nc2ccccc2)cc1 (configuration not stated)	107	98	112	101	-3	111	0.1	109
O=C(O)C(CCCCN1C(=O)c2ccccc2C1=O)N1C(=O)c2ccccc2C1=O (configuration not stated)	106	100	98	106	2	101	0.1	104
COC(=O)C1=C(C)NC(C)=C(C(=O)OCC(C)C)C1c1ccccc1[N+](=O)[O-] (configuration not stated)	83	133	99	104	12	89	-0.1	99
CCN(C(=O)COc1cccnc1[N+](=O)[O-])C1CCS(=O)(=O)C1 (configuration not stated)	101	103	102	106	7	102	-0.1	103
COc1nc(N/N=C/c2ccc(C)cc2)nc(N2CCCCC2)n1	106	102	100	106	8	102	0.1	103
O=C(NCc1ccccc1)C1CCCN(S(=O)(=O)c2cccnc2)C1 (configuration not stated)	105	102	102	103	3	103	0.0	101
O=C(Nc1ccccc1Oc1ccccc1)C1=COCCO1	97	91	92	91	0	99	-0.1	95
O=C(CCNS(=O)(=O)c1cccc2nsnc12)NCc1ccc(F)cc1	102	101	98	92	0	106	-0.1	100
NC(=S)N/N=C1\CC(n2nnnc2-c2ccccc2)C2COC1O2 (configuration not stated)	108	110	103	105	2	97	0.2	96
CCOC(=O)C1=C(C)Nc2sc(C(=O)c3ccc(F)cc3)c(N)c2C1c1ccc(C(=O)OC)cc1 (configuration not stated)	99	98	104	107	3	100	-0.1	101
O=C(On1c(-c2ccccc2)nc2ccccc2c1=O)c1ccco1	80	100	87	84	6	96	0.2	100
COc1ccc(C(=O)N(Cc2ccccc2)c2cccc(C)c2)c(OC)c1OC	110	110	104	101	4	109	0.0	104
O=C1C2C3C=CC(C3)C2C(=O)N1/N=C/c1cn(Cc2ccccc2)c2ccccc12 (configuration not stated)	91	91	93	104	1	91	0.0	93
CCOC(=O)[C@@H]1[C@H]2COc3cc(OC)ccc3[C@@H]2N2C(=O)N(c3cccc(C)c3)C(=O)[C@]12C	102	105	98	82	0	105	-0.1	104
CN1C(=O)/C(=C/c2ccc(OC(=O)c3ccco3)cc2)SC1=S	100	105	104	101	4	112	0.1	100
Cc1ccc(C)c(C(C)NC(=O)Cc2cccs2)c1 (configuration not stated)	103	101	101	95	-1	112	0.2	105
O=C(CSCc1c(Cl)cccc1Cl)Nc1cccnc1	99	100	93	84	3	98	-0.2	95

Complete entries as entered above. Order of screens: AGP1-GFP MLPCN	LAP4 TOR yeast	CIT2 TOR yeast	Yeast superoxide	AHR activator	MEP2 TOR yeast	Efflux pump mplx	RPL19A TOR yeast
COc1ccc(C(=O)N(Cc2ccccc2)c2cccc(C)c2)c(OC)c1OC across the screens: 110	110	104	101	4	109	0.0	104
CCOC(=O)C1=C(C)Nc2sc(C(=O)c3ccc(F)cc3)c(N)c2C1c1ccc(C(=O)OC)cc1 (configuration not stated) across the screens: 99	98	104	107	3	100	-0.1	101

Other structures follow.
SMILES	AGP1-GFP MLPCN	LAP4 TOR yeast	CIT2 TOR yeast	Yeast superoxide	AHR activator	MEP2 TOR yeast	Efflux pump mplx	RPL19A TOR yeast
C=CCOc1cccc(C2c3c(oc4ccc(F)cc4c3=O)C(=O)N2CCCN2CCOCC2)c1 (configuration not stated)	101	94	103	104	6	95	-0.2	98
CCCCOc1ccc(/C=c2\sc3ncnn3c2=O)cc1	85	113	92	103	2	89	0.0	96
CCN=C1SCC(=O)N1c1ccc(OC)cc1	88	102	87	107	-2	91	-0.1	89
Cc1ncc(CN2CCCC(C(=O)Nc3ccc(-c4cccc(F)c4)cc3)C2)cn1 (configuration not stated)	102	97	94	94	1	87	0.1	102
Cc1ccc(Nc2nnc(SC(C)C(=O)Nc3c(C)n(C)n(-c4ccccc4)c3=O)s2)cc1 (configuration not stated)	116	113	99	105	7	139	-0.5	108
Clc1ccc(SCc2cn3ccccc3n2)cc1	98	105	97	102	-3	99	-0.1	94
CC1CCN(CCCNC(=O)c2ccc3c(=O)n(CCc4ccccc4)c(=O)[nH]c3c2)CC1	102	95	95	102	0	103	0.1	93
CC(C)CC(NC(=O)c1ccc(Cl)cc1)C(=O)OCC(=O)c1ccc2c(c1)NC(=O)CO2 (configuration not stated)	98	.	94	93	-4	102	0.0	95
CCOc1ccc(S(=O)(=O)N2CCCCC2)cc1NC(=O)Cc1ccccc1	111	112	110	90	1	104	0.0	104
Cc1ccc2c(=O)cc(C(=O)NC3CCS(=O)(=O)C3)oc2c1 (configuration not stated)	102	102	102	96	1	102	0.1	100
COc1ccc(C(C(=O)NC(C)(C)C)N(CC2CCCO2)C(=O)CCC(=O)Nc2cc(C)on2)cc1 (configuration not stated)	95	96	96	118	0	95	0.8*	98
CC(C)(C)c1ccc(C(=O)NCC(=O)OCC(=O)NC(=O)NC2CCCC2)cc1	105	102	106	103	0	103	0.1	103
C=CCn1c(SCCC)nc2sc3c(c2c1=O)CCc1ccccc1-3	102	96	99	116	28	104	0.1	104
CCc1ccccc1NC(=O)C1C(c2ccccc2)C1(Cl)Cl (configuration not stated)	99	99	94	109	-1	105	0.0	98
CCCCC/C=C\C/C=C\C/C=C\C/C=C\CCCC(=O)O	84	122	79	96	-2	93	-0.1	95
COc1ccc(NC(=O)C2CCCN2C(=O)OCc2ccccc2)cc1 (configuration not stated)	98	95	101	90	1	99	-0.1	112

Given with bars between the fields: entries from further up
Structure | AGP1-GFP MLPCN | LAP4 TOR yeast | CIT2 TOR yeast | Yeast superoxide | AHR activator | MEP2 TOR yeast | Efflux pump mplx | RPL19A TOR yeast
Cc1ncc(CN2CCCC(C(=O)Nc3ccc(-c4cccc(F)c4)cc3)C2)cn1 (configuration not stated) | 102 | 97 | 94 | 94 | 1 | 87 | 0.1 | 102
Cc1ccc(Nc2nnc(SC(C)C(=O)Nc3c(C)n(C)n(-c4ccccc4)c3=O)s2)cc1 (configuration not stated) | 116 | 113 | 99 | 105 | 7 | 139 | -0.5 | 108
Clc1ccc(SCc2cn3ccccc3n2)cc1 | 98 | 105 | 97 | 102 | -3 | 99 | -0.1 | 94
CC1CCN(CCCNC(=O)c2ccc3c(=O)n(CCc4ccccc4)c(=O)[nH]c3c2)CC1 | 102 | 95 | 95 | 102 | 0 | 103 | 0.1 | 93
CC(C)CC(NC(=O)c1ccc(Cl)cc1)C(=O)OCC(=O)c1ccc2c(c1)NC(=O)CO2 (configuration not stated) | 98 | . | 94 | 93 | -4 | 102 | 0.0 | 95
CCOc1ccc(S(=O)(=O)N2CCCCC2)cc1NC(=O)Cc1ccccc1 | 111 | 112 | 110 | 90 | 1 | 104 | 0.0 | 104
Cc1ccc2c(=O)cc(C(=O)NC3CCS(=O)(=O)C3)oc2c1 (configuration not stated) | 102 | 102 | 102 | 96 | 1 | 102 | 0.1 | 100
COc1ccc(C(C(=O)NC(C)(C)C)N(CC2CCCO2)C(=O)CCC(=O)Nc2cc(C)on2)cc1 (configuration not stated) | 95 | 96 | 96 | 118 | 0 | 95 | 0.8* | 98
CC(C)(C)c1ccc(C(=O)NCC(=O)OCC(=O)NC(=O)NC2CCCC2)cc1 | 105 | 102 | 106 | 103 | 0 | 103 | 0.1 | 103
C=CCn1c(SCCC)nc2sc3c(c2c1=O)CCc1ccccc1-3 | 102 | 96 | 99 | 116 | 28 | 104 | 0.1 | 104
CCc1ccccc1NC(=O)C1C(c2ccccc2)C1(Cl)Cl (configuration not stated) | 99 | 99 | 94 | 109 | -1 | 105 | 0.0 | 98
CCCCC/C=C\C/C=C\C/C=C\C/C=C\CCCC(=O)O | 84 | 122 | 79 | 96 | -2 | 93 | -0.1 | 95
COc1ccc(NC(=O)C2CCCN2C(=O)OCc2ccccc2)cc1 (configuration not stated) | 98 | 95 | 101 | 90 | 1 | 99 | -0.1 | 112

Bioassay records deposited in PubChem by several laboratories.
